PLCg1 inh = PLC-gamma1 (human) inhibition, primary screen | AID 720700 | P19174 | inhibition, % at 12.2 µM | 0.84% of 370,000 active | purified PLC-gamma1, fluorogenic substrate, fluorescence; in the data active = inhibition above about 9.5%
HGIII-sPLA2 inh = Inhibits HGIII-sPLA2 liposome hydrolysis, primary screen; inhibition, % at 12.2 µM; Q9NZ20; 0.56% of 370,000 active; QFRET BODIPY PC-A2 liposome hydrolysis, fluorescence;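 active = inhibition above mean plus 3 SD of compounds lying within the high and low control bounds, cut at about 19% in these data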;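 also: 0% = median of test compound wells and 100% = no enzyme DMSO wells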
hcDAF-12 act = H. contortus DAF-12 activation, primary screen. HEK293 hcDAF-12 lit1-tk-luc reporter, luminescence; 0% DMSO, 100% Δ7-dafachronic acid. activation, % at 6.8 µM. 1.4% of 370,000 active. AID 652067;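 active = activation above the mean of all tested compounds plus 3 SD, cut at about 5.5% in these data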;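 also: 100% = response to 3 µM Δ7-dafachronic acid high control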
ADAM10 inh = inhibitors of human ADAM10; O14672; recombinant ADAM10, EDANS/DABCYL FRET peptide cleavage, 3 h; inhibition, % at 7 µM; 0.62% of 370,000 active; AID 720582;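 active = inhibition above a per-campaign cutoff equal to the mean of compounds falling between control-based bounds plus 3 SD, cut at about 20% in these data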;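 also: 0% = DMSO wells while the 100% control is not disclosed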
Target sequence (O14672 214-748 limits assumed): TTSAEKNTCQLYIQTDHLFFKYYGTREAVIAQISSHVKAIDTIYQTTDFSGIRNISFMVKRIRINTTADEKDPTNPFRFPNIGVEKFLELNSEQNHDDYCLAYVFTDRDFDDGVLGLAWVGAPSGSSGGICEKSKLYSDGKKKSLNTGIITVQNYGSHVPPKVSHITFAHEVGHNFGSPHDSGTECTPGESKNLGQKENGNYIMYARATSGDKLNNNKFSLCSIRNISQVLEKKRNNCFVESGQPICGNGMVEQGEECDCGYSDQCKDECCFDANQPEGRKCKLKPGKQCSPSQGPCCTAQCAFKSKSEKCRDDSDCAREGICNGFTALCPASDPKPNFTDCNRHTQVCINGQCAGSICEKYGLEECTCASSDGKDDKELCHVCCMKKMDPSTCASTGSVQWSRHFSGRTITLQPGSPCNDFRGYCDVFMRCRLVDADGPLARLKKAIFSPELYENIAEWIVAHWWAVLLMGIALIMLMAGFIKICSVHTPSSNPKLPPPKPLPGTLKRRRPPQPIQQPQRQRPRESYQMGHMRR
DAX1 inh-1 = inhibits human nuclear receptor DAX1. HEK293 Gal4-DAX1 luciferase reporter, luminescence. inhibition, % at 6.75 µM. 0.99% of 340,000 active. AID 504766;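 active = inhibition above the mean over all tested compounds plus 3 SD, cut at about 4.2% in these data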;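 also: 0% = DAX1-transfected cells with DMSO and 100% = empty-vector control cells with DMSO; inhibition shows as a rise in luminescence from relieved DAX1 repression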
Target sequence (P51843 207-470 limits assumed): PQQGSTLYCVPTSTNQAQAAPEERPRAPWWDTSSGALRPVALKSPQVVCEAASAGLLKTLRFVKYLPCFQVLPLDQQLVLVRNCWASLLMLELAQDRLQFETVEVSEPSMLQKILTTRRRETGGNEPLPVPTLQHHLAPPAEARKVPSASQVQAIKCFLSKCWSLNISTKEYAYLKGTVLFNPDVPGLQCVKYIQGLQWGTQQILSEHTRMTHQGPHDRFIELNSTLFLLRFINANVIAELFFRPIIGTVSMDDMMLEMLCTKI
GAA850 FXN act = increases GAA850 frataxin promoter reporter activity; HEK293 lucGAA850 FXN promoter luciferase reporter, 24 h; percent of 10 µM SAHA response; activation, % at 6 µM; 0.56% of 360,000 active; AID 540364;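 active = activation above the average of all compounds screened plus 3 SD, cutoff fixed separately per campaign, cut at about 7.5% in these data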;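 also: 0% = DMSO wells and 100% = 10 µM SAHA wells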
PLC-beta3 inh = PLC-beta3 (human) inhibition, primary screen; Q01970; Purified PLC-beta3, fluorogenic substrate, fluorescence; inhibition, % at 12.2 µM; 0.18% of 370,000 active; AID 720704; in the data active = inhibition above about 11%;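 also: 0% = median of compound wells on plate and 100% = full blocker control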
hgDAF-12 ag = activates the H. glycines DAF-12 receptor ligand-binding domain. HEK293 GAL4-hgDAF12 UAS-luciferase reporter, agonist luminescence; normalized to butyrate control. activation, % at 6.8 µM. 1.8% of 370,000 active;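 active = activation above a cutoff set at the mean of all screened compounds plus 3 SD, cut at about 10% in these data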;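 also: 0% = DMSO wells and 100% = sodium butyrate wells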
ADAM17 inh = ADAM17 inhibition, QFRET primary screen; recombinant ADAM17, EDANS/DABCYL FRET peptide cleavage; inhibition, % at 6.95 µM; 0.83% of 370,000 active; P78536;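 active = inhibition above the mean of compounds lying between control limits plus 3 SD, set per campaign, cut at about 8.5% in these data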;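 also: 0% = DMSO-only wells as the low control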
ssDAF-12 act = S. stercoralis DAF-12 activation, primary screen. activation, % at 6.8 µM. HEK293 ssDAF-12/GRIP1 lit1-tk-luc reporter, luminescence; % of 3 µM dafachronic acid response. 1% of 370,000 active;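 active = activation above the mean over all tested compounds plus 3 SD, cut at about 0.9% in these data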;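 also: 0% = DMSO-only wells and 100% = 3 µM delta7-dafachronic acid wells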
DAX1 inh-2 = blocks DAX1 repression of SF-1 activated StAR promoter | inhibition, % at 6.8 µM | AID 652010 | 1.1% of 370,000 active | HEK293T StAR-luciferase reporter, SF-1/DAX-1 repression relief;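 active = inhibition above the mean over all tested compounds plus 3 SD, cut at about 3.6% in these data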;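 also: 0% = DAX-1 cells with DMSO and 100% = cells lacking DAX-1 with DMSO; higher inhibition means more luminescence from relief of DAX-1 repression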
Active calls of the source: *; i = inactive; nt = not tested or not shown.

SMILES	PLCg1 inh	HGIII-sPLA2 inh	hcDAF-12 act	ADAM10 inh	DAX1 inh-1	GAA850 FXN act	PLC-beta3 inh	hgDAF-12 ag	ADAM17 inh	ssDAF-12 act	DAX1 inh-2
COCCn1c(Cc2ccccc2)nnc1SC(C)C(=O)NC1CC1 (configuration not stated)	-2	2	-0.8	-6	0.7	1.9	-6	-2.8	0	-1.2	-0.5
Cc1cc(NC(=O)COC(=O)CSc2nc3cc(Cl)ccc3n2Cc2ccccc2)no1	1	-4	2.0	-1	-0.7	-0.4	-2	2.8	-1	-0.5	-0.3
CCOc1cc(OCC)cc(C(=O)NCCCN2CCOCC2)c1	4	9	1.6	11	0.7	-0.3	-4	2.9	3	-1.3	0.3
Cc1ccc(SC2CCN(C(=O)C3CCC(=O)N(C4CC4)C3)CC2)cc1 (configuration not stated)	3	-5	-2.5	1	-0.1	1.2	-6	-0.5	-3	-1.1	-0.7
Cc1ccc(C(CC(=O)N2CCOCC2)c2ccco2)cc1 (configuration not stated)	-3	-10	-2.2	-16	-0.7	-0.1	-7	2.4	-3	-0.6	0.0
COc1cc(C2NC(=O)NC(C)=C2C(=O)OCC2CCCO2)ccc1O (configuration not stated)	-4	-3	-0.2	-5	1.4	1.3	-1	0.1	-3	-2.2	0.6
Cc1ccc(CC(=S)N2CCOCC2)cc1	4	6	-1.0	0	1.1	0.7	3	-1.4	2	-1.4	-0.5
COc1ccc(N2CC(C(=O)Nc3nnc(SCC(=O)c4ccccc4)s3)CC2=O)cc1 (configuration not stated)	-1	-77	-0.9	1	-0.4	2.8	-4	-2.0	1	-1.1	-0.8
COc1ccc(-c2nnc(SCC(=O)c3ccc(C)o3)o2)cc1	4	-45	0.1	5	0.8	0.4	0	-0.3	-1	-1.0	-0.1
CCOc1ccccc1C1C2=C(COC2=O)Nc2cc3c(cc21)OCO3 (configuration not stated)	-182	-2	-0.2	-76	-0.3	-1.7	-307	-5.1	-24	-0.9	-1.1
Cc1ccc(NC(=O)Cc2ccsc2)cc1S(=O)(=O)N1CCOCC1	-1	0	-0.3	-6	-0.2	-0.1	0	-0.8	-7	-1.3	-1.0
Cc1cc(N2CCN(S(C)(=O)=O)C[C@@H]2C)ccc1N1CCN(Cc2ccccc2)[C@@H](C)C1	1	-8	-2.2	-8	nt	nt	-3	2.0	-2	-1.1	-1.2
CC(=O)c1cccc(-c2ccnc3c2CC(C(=O)N2CCN(C)CC2)O3)c1 (configuration not stated)	2	11	1.5	-4	nt	0.4	1	-1.4	-5	-1.1	1.0
O=S(=O)(N1CCCCC1)N1CCNCC1	1	11	0.8	2	2.0	4.3	-1	0.5	-1	-1.2	-0.5
Cc1cc(C)nc(N/N=C/c2cccc(Cl)c2)n1	-3	2	-0.5	-2	0.8	3.2	-3	5.1	-4	-1.2	0.2
O=C(Nc1cccc(F)c1)C1CCN(C(=O)Cc2ccccc2)CC1	2	-8	-1.2	3	0.4	-4.0	5	0.1	1	-1.3	0.5
Cc1ccccc1-c1cc2nc(-c3ccc([N+](=O)[O-])cc3)cc(=O)n2[nH]1	2	-4	1.1	-8	-0.6	2.5	0	-1.4	0	-1.0	-0.5
COCCNC(=O)NC(=O)COC(=O)C12CC3CC(CC(NC(C)=O)(C3)C1)C2	2	6	-1.4	2	0.7	-0.7	1	-0.5	-4	-1.4	-0.1
Cc1ccc(CNC(=O)C(=O)NCC2CCCN2S(=O)(=O)c2cccs2)cc1 (configuration not stated)	2	2	-0.9	-6	0.0	1.3	-9	1.7	-2	-0.5	-1.0
CC(C)Oc1cc(O)c2c(=O)c(-c3ccc(O)cc3)coc2c1	0	-25	7.6*	8	1.2	3.8	-1	26*	6	0.1	5.3*
COc1ccc(Cc2nnc(NC(=O)c3ccccc3C)s2)cc1	4	-15	-2.6	7	-1.6	1.4	-7	0.8	3	-1.2	-0.9
Cc1ccc(-c2nnn(CC(=O)N(c3ccccc3)C(C(=O)NCC3CCCO3)c3ccc(F)cc3)n2)o1 (configuration not stated)	1	3	-1.4	-1	0.7	-0.1	1	-1.1	-6	-0.8	-0.6
Cc1ccc(-n2c(SCc3cn4ccsc4n3)nc3ccccc3c2=O)cc1	-1	-7	-2.5	6	-0.9	0.5	-1	-1.8	1	-1.2	-1.1
Cc1c(NC(=O)C2CC=CCC2C(=O)O)c(=O)n(-c2ccccc2)n1C (configuration not stated)	-8	-3	-1.7	-34	0.2	1.9	-13	-1.1	-12	-1.1	0.2
COc1ccccc1N1CCN(C(=O)/C=C/c2cccs2)CC1	2	-1	-0.4	-3	0.8	2.3	2	3.1	3	-1.7	0.1
The results go on:
SMILES	PLCg1 inh	HGIII-sPLA2 inh	hcDAF-12 act	ADAM10 inh	DAX1 inh-1	GAA850 FXN act	PLC-beta3 inh	hgDAF-12 ag	ADAM17 inh	ssDAF-12 act	DAX1 inh-2
Cc1cc(NC(=O)Cc2ccccc2[N+](=O)[O-])no1	-4	2	5.1	-12	1.4	2.2	-4	-1.6	-6	-0.5	0.2
CCOC(=O)Cn1c(C)[n+](C)c2cc(Cl)c(Cl)cc21	2	5	-1.6	8	1.3	3.1	-1	3.5	1	-0.7	0.2
COc1cc(Cn2nnc3ccccc32)cc(Br)c1O	4	-1	0.2	8	0.0	0.1	-7	-2.0	3	-1.2	0.4
COc1ccc(CC(N)c2csc(NC(=O)Nc3ccccc3C(C)(C)C)n2)cc1 (configuration not stated)	6	8	-1.4	0	nt	-1.1	5	-3.0	1	-1.7	-0.7
O=C1O/C(=C\C(=O)N2CCOCC2)c2ccccc21	4	11	-0.4	-3	-0.8	1.6	1	2.3	1	-0.6	-0.4
C#CCCC/C(=C\C(=O)N(C)[C@H](C(=O)N(C)[C@H](C(=O)N(C)[C@H](C(=O)N(C)[C@H](C(N)=O)C(C)C)C(C)C)C(C)C)C(C)C)OC	7	-4	1.0	5	0.0	-3.6	4	0.9	3	-0.8	1.2
CCN(C(=O)COC(=O)c1c(C)noc1C)C1CCS(=O)(=O)C1 (configuration not stated)	0	2	-1.5	-4	2.4	0.4	1	-1.5	-2	-1.1	-0.4
COc1ncc(-c2ccc(N3C(c4ccsc4)=Cc4ccc(F)cc4C3CC(=O)c3ccco3)cc2)cn1 (configuration not stated)	-25	16	0.8	-24	nt	nt	-30	1.7	-4	-1.2	-0.8
CN(C)C(=O)CSc1n[nH]c(-c2ccco2)n1	8	4	0.0	-5	-0.4	0.2	-3	4.2	2	-1.1	-0.7
CC(C)=CCCC(C)CN1CCC(N2CCC(C(=O)N3CCOCC3)CC2)CC1 (configuration not stated)	4	-3	-0.5	2	0.7	1.9	-4	-0.1	-5	-1.1	0.5
O=C(Nc1cccnc1)c1ccc(C(=O)Nc2cccnc2)cc1	1	0	-0.2	6	0.5	-1.2	0	-0.4	-1	-0.9	-0.3
CCCCC1(Cc2ccc([N+](=O)[O-])cc2)C(=O)N(c2ccccc2)N(c2ccccc2)C1=O	0	-1	-2.6	15	-1.7	9.5*	-1	-1.0	0	-1.6	-2.0
COc1cc(/C=N/Nc2nc(C)cc(C)n2)ccc1O	4	2	1.4	-4	0.6	-1.0	2	-0.1	2	-1.5	0.7
C=CCNC(=O)COC(=O)c1ccc(Sc2nncn2C)c([N+](=O)[O-])c1	0	-1	0.1	-7	0.0	-0.5	1	-0.3	-2	-0.7	-0.7
CCc1ccc(C(=O)Cn2ccsc2=N)cc1	-4	4	19*	-4	3.1	3.5	-8	20*	-3	2.1*	2.5
CCCC(c1nnnn1CCOC)N1CCN(C(=O)c2ccco2)CC1 (configuration not stated)	0	-1	-1.4	1	0.7	1.1	2	-0.9	-2	-1.2	0.4
CCC(C)NC(=O)c1cc2c(=O)n(CC)c3ccccc3c2s1 (configuration not stated)	-42	-4	-4.0	i	-1.3	-1.5	-59	-5.4	-246	-1.8	-1.4
CC(=O)C1=C(C)Nc2ncnn2C1c1cccc(O)c1 (configuration not stated)	4	3	-0.1	6	0.2	1.6	-2	-1.1	0	-1.2	0.2
CCO[C@@H]1OC(C(=O)Nc2ccccc2)=C[C@H](C2CC2)[C@H]1CCCO	3	-2	-0.8	15	0.4	-2.4	6	-0.2	-1	-1.4	0.2
COc1ccc(CC(=O)O/N=C(\N)c2ccncc2)cc1OC	-1	0	-0.8	4	0.1	-0.1	4	-1.8	-1	-1.8	0.1
O=C(O)C(Cc1ccccc1)N1C(=O)/C(=C/c2cccs2)SC1=S (configuration not stated)	0	-28	0.5	-1	nt	2.2	-1	-0.9	0	-0.9	-0.1
Cc1nc(C(=O)NC2CCOCC2)sc1C1(C)CC(c2ccccc2)=NO1 (configuration not stated)	0	4	-1.3	3	0.3	-1.2	3	-2.5	-1	-1.4	0.0
O=C(C1=C[C@@H](c2ccc3c(c2)OCO3)C[C@@H](OCCCCO)O1)N1CCOCC1	-14	6	-1.5	-22	0.5	-1.2	-19	-1.1	-2	-1.1	0.2
N#Cc1ncn(C2OC(CO)C(O)C2O)c1N (configuration not stated)	-2	0	-2.0	-6	1.3	0.9	3	-0.6	-1	-0.3	0.2
CC1=Nc2ccccc2N=C(NC(=O)CN2CCN(c3ccc(F)cc3)CC2)C1c1ccccc1 (configuration not stated)	-1	-3	-0.9	5	nt	-0.1	-1	0.8	0	-2.1	-0.2
NC(=O)c1ccsc1NC(=O)CS(=O)(=O)c1ccccc1	1	11	0.0	84*	0.3	0.6	3	-1.2	-1	-0.9	1.1
CCOC(=O)C(CC(=O)c1ccccc1)CC(=O)c1ccccc1	6	-5	3.9	11	0.6	3.1	1	7.2	-1	-0.2	0.6

Structures listed so far with two or more sulfur atoms, in the order listed:
SMILES	PLCg1 inh	HGIII-sPLA2 inh	hcDAF-12 act	ADAM10 inh	DAX1 inh-1	GAA850 FXN act	PLC-beta3 inh	hgDAF-12 ag	ADAM17 inh	ssDAF-12 act	DAX1 inh-2
COc1ccc(N2CC(C(=O)Nc3nnc(SCC(=O)c4ccccc4)s3)CC2=O)cc1 (configuration not stated)	-1	-77	-0.9	1	-0.4	2.8	-4	-2.0	1	-1.1	-0.8
Cc1ccc(NC(=O)Cc2ccsc2)cc1S(=O)(=O)N1CCOCC1	-1	0	-0.3	-6	-0.2	-0.1	0	-0.8	-7	-1.3	-1.0
Cc1ccc(CNC(=O)C(=O)NCC2CCCN2S(=O)(=O)c2cccs2)cc1 (configuration not stated)	2	2	-0.9	-6	0.0	1.3	-9	1.7	-2	-0.5	-1.0
Cc1ccc(-n2c(SCc3cn4ccsc4n3)nc3ccccc3c2=O)cc1	-1	-7	-2.5	6	-0.9	0.5	-1	-1.8	1	-1.2	-1.1
O=C(O)C(Cc1ccccc1)N1C(=O)/C(=C/c2cccs2)SC1=S (configuration not stated)	0	-28	0.5	-1	nt	2.2	-1	-0.9	0	-0.9	-0.1
NC(=O)c1ccsc1NC(=O)CS(=O)(=O)c1ccccc1	1	11	0.0	84*	0.3	0.6	3	-1.2	-1	-0.9	1.1

Bioassay records: PubChem BioAssay, The Scripps Research Institute Molecular Screening Center
